Screening data from PubChem BioAssay.
Mtb RmlCD inh: blocks M. tuberculosis RmlC and RmlD coupled enzymes. P9WH09+P9WH11. RmlC+RmlD coupled enzyme assay, percent inhibition; primary screen in compound mixtures. inhibition, % at 3.6 µM. 160,000 tested, 0.03% active. AID 1533; in the data active = inhibition mostly above about 34%, no sharp cut-off; also: some results filed as inactive read as strong as hits
Target sequence (P9WH09 whole entry, looked up): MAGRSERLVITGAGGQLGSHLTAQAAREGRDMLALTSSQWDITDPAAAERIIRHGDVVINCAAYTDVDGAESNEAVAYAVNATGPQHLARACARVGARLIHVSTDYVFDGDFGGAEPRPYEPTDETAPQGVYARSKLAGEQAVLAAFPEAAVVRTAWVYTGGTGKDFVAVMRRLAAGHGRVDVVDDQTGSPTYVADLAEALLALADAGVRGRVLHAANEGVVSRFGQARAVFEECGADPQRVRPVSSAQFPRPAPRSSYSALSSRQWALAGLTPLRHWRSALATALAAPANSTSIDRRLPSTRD
Target sequence (P9WH11 whole entry, looked up): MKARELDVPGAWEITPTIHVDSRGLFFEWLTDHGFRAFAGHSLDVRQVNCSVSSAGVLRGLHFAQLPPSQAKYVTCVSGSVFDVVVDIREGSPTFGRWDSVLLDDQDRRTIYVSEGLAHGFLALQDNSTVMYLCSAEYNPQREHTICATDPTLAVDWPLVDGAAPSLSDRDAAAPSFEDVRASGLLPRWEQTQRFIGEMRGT
M. tuberculosis GlmU: inhibition of mycobacterial GlmU enzyme – biochemical, glucosamine-1-phosphate acetyltransferase (AID 1376) | one-dose inhibition, %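 (tested at 30 µM in the primary screen)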; IC50 in µM for titrated hits | 220,000 tested, 0.25% active | M. tuberculosis GlmU acetyltransferase enzyme assay; higher % means a stronger effect; in the data active = inhibition above about 13%;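 also: 0% = complete reaction with vehicle and 100% = reaction without substrate; strong numbers were not always called active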
The depositor's hits bear a star; x = not tested or not shown. Only part of the results is shown; count on the stated rates, not on these rows.

The line under a structure holds: Mtb RmlCD inh | M. tuberculosis GlmU
> O=C(Cn1[nH]c(=O)c2ccccc2c1=O)NC1CCN(Cc2ccccc2)CC1
→ -10.1 | -2.2%
> CC(=O)Nc1ccc(C(=O)Nc2cccc(-c3cnc4ccccc4n3)c2)cc1
→ 0.5 | -3.4%
> CCCCCOC(=O)C(C)Sc1n[nH]c(=O)[nH]c1=O (configuration not stated)
→ x | 0.7%
> Oc1ccccc1N1CCN(c2nnnn2-c2ccccc2)CC1
→ 70.1 | 5.3%
> CCN(CC)c1nc2c(c(=O)n(C)c(=O)n2C)n1CC(=O)c1ccccc1
→ -5.6 | -2.4%
> CN(/N=C/c1cccnc1)C1=NS(=O)(=O)c2ccccc21
→ -10.3 | 1.1%
> COc1ccc(/C=N/Nc2nnc(-c3ccccc3)c(=O)[nH]2)cc1
→ 6.2 | 0.6%
> Cc1ccc(NC(=O)COC(=O)CCC(=O)c2cccs2)cc1
→ 2.2 | -5.7%
> CCC(=O)Nc1nc2nc(-c3ccccc3)cc(=O)n2[nH]1
→ -1.4 | -0.3%
> CCCC(=O)Nc1nc2ccc(OCC)cc2s1
→ -9.5 | -3.1%
> O=C(CN1CCN(S(=O)(=O)c2ccc(Br)cc2)CC1)Nc1ccccc1C(=O)c1ccccc1
→ 6.6 | -0.7%
> O=C(N/N=C1\CCc2ccccc21)c1ccccc1Cl
→ -14.6 | -4.7%
> CCOc1ccccc1NC(=O)C1CCC(CNc2c(N3CCCCC3)c(=O)c2=O)CC1 (configuration not stated)
→ -8.9 | 3.3%
> COc1cc(C(=O)NC(C)Cc2cccs2)cc(OC)c1OC (configuration not stated)
→ 11.2 | -4.6%
> O=C(OC(C(=O)Nc1ccc(Cl)cc1C(F)(F)F)c1ccccc1)c1c(Cl)cccc1Cl (configuration not stated)
→ x | -1.1%
> CCOc1cccc(NC(=O)C(Cc2cccs2)c2nn[nH]n2)c1 (configuration not stated)
→ 3.2 | -7.7%
> COc1[nH]c(/N=C/c2ccccc2)c(C#N)c1C#N
→ x | 2.6%
> COc1ccc(CNC(=O)C2CCCN(S(=O)(=O)c3c(C)nn(C)c3C)C2)cc1 (configuration not stated)
→ x | 7.8%
> O=C(COc1ccccc1)NC1CCS(=O)(=O)C1 (configuration not stated)
→ -8.5 | -0.7%
> COc1ccc(CNC(=O)C/C(C)=N/NC(=O)COc2cccc(C)c2)cc1
→ x | 1.8%
> CCOc1cc(/C=N/NC(=O)COc2ccc(Cl)cc2)ccc1OS(=O)(=O)c1ccccc1
→ -6.3 | 2.3%
> Fc1ccc(Oc2nccc(-c3ccc(Cl)cc3)n2)cc1
→ 6.4 | 0.2%
> CC(=O)NC(Cc1cnc[nH]1)C(=O)O (configuration not stated)
→ 7.1 | 0.5%
> COc1ccccc1N1CCN(C(=O)CCNS(=O)(=O)c2ccc(Br)s2)CC1
→ -18.1 | -3.2%
> COc1ccc(-c2[nH]ncc2CN2CCC(OCc3cccnc3)CC2)c(F)c1
→ -12.0 | 0.9%
> COc1ccc(N(CC(=O)O)S(=O)(=O)c2c(C)n[nH]c2C)cc1
→ x | -6.8%
> CCN(CC)c1ccc(/C=C/C(=O)c2ccc(Br)cc2)cc1
→ -7.6 | 2.5%
> Cc1nc(NS(=O)(=O)c2ccccc2)sc1NC(=O)Nc1ccccc1
→ x | 3.7%
> Cc1ccc(S(=O)(=O)N2CCN(C(=O)CCN3C(=O)c4ccccc4C3=O)CC2)cc1C
→ 3.0 | -2.9%
> COc1cccc(CN2CCN(Cc3ccc(C#CC(C)(C)O)s3)CC2CCO)c1 (configuration not stated)
→ -10.6 | -7.7%

Ordered by molar mass (falling): part of the list above.
The line under a structure holds: Mtb RmlCD inh | M. tuberculosis GlmU
> Cc1nc(NS(=O)(=O)c2ccccc2)sc1NC(=O)Nc1ccccc1
→ x | 3.7%
> CCC(=O)Nc1nc2nc(-c3ccccc3)cc(=O)n2[nH]1
→ -1.4 | -0.3%
> CC(=O)NC(Cc1cnc[nH]1)C(=O)O (configuration not stated)
→ 7.1 | 0.5%

(next part)
The line under a structure holds: Mtb RmlCD inh | M. tuberculosis GlmU
> C/C(=C\c1ccco1)C1C(C#N)=C(N)OC2=C1C(=O)CC(C)(C)C2 (configuration not stated)
→ x | 2.7%
> Cc1ccc(C)c(Cn2cnc3c(oc4ccccc43)c2=O)c1
→ 1.9 | -3.1%
> O=C(CCN1C(=O)C2C3C=CC(C3)C2C1=O)N1CCN(c2ccc(F)cc2)CC1 (configuration not stated)
→ -6.0 | -2.7%
> O=C(CSc1ccc(Br)cc1)NCC1CCCO1 (configuration not stated)
→ 14.1 | -4.4%
> COc1ccc(C2CC(c3ccccc3)n3nnnc3N2)cc1 (configuration not stated)
→ -3.8 | -0.1%
> CCN(CC)C(=O)C(C)N(C#N)c1nc(C)cc(C)n1 (configuration not stated)
→ 8.8 | -5.8%
> Nc1nc(CN2CCN(c3ccccn3)CC2)nc(Nc2ccc(F)cc2)n1
→ x | 2.3%
> O=S(=O)(NCc1c(Cl)cccc1Oc1ccccc1)c1ccc(F)cc1
→ -1.3 | -3.9%
> COc1ccc(N2CCN(CCCNS(=O)(=O)c3ccc4c(c3)oc(=O)n4C)CC2)cc1
→ 4.8 | -3.9%
> CCC(C)(C)NC(=O)C(c1ccco1)N(C(=O)CNC(=O)c1cccs1)c1cccnc1 (configuration not stated)
→ 9.1 | 6.0%
> CN(C)c1ccc2c3c(cccc13)C(=O)N(c1ccccc1)C2=O
→ -10.1 | 10.1%
> CC1CCCCN1C(=O)CSc1ccc(-c2ccc(F)cc2)nn1 (configuration not stated)
→ -9.7 | -5.0%
> COC(=O)CNC(c1ccccc1)c1cc(C)ccc1NC(=O)c1cccc(Cl)c1 (configuration not stated)
→ x | 6.0%
> CCOc1ccc(-c2nnc3sc(COc4ccc(Cl)cc4)nn23)cc1
→ -9.3 | -3.6%
> Cc1ccc(CC2SC(=O)NC2=O)cc1Cl (configuration not stated)
→ x | 3.9%
> CCOCCCNC(=O)C(NC(=O)c1cnccn1)c1ccc(OC)cc1 (configuration not stated)
→ 1.4 | 4.2%
> O=C(NCc1ccco1)C1CC(c2ccc(F)cc2)=NO1 (configuration not stated)
→ 59.4 | -1.5%
> CC(=O)Nc1c2c(nn1-c1cccc(Cl)c1)CS(=O)C2 (configuration not stated)
→ 8.1 | -3.5%
> COC(=O)c1oc2ccc(Cl)cc2c1-n1cccc1
→ -8.1 | 6.6%
> COc1cc(OC)nc(NC(=O)COC(=O)c2cccc(Cl)c2)n1
→ 2.8 | -6.4%
> Cc1ccc(Nc2nnc(SC/C(O)=C(\C#N)c3nc4ccccc4[nH]3)s2)c(C)c1
→ 10.7 | -6.2%
> O=C(NCCCN1CCCC1=O)C1CCCO1 (configuration not stated)
→ -9.5 | 6.9%
> O=C(O)C1C2C=CC(C2)C1C(=O)NCc1cccs1 (configuration not stated)
→ x | 5.0%
> O=C(CCc1nc(-c2ccccc2F)no1)NC1CCN(Cc2ccccc2)CC1
→ 9.2 | -5.7%
> Cc1cc(C)c(C)c(S(=O)(=O)Nc2ccc(C(N)=O)cc2)c1C
→ 17.4 | -5.0%
> O=C(Cn1cnc([N+](=O)[O-])n1)NCCc1ccccc1
→ 1.2 | 0.5%
> COCCNC(=O)C(c1c[nH]c2ccccc12)N(C(=O)c1snc(C(N)=O)c1N)c1cccc(OC)c1 (configuration not stated)
→ 45.7 | -1.2%
> CCOc1ccc(CCNc2nc3ccccc3n3cnnc23)cc1OCC
→ x | -8.1%
> COc1cc(S(=O)(=O)Nc2ccccc2)ccc1NC=O
→ 9.3 | -4.6%
> C=C1c2ccccc2NC(=O)N1c1ccc(C)cc1
→ 5.5 | 1.6%

Remaining list, next part.
The line under a structure holds: Mtb RmlCD inh | M. tuberculosis GlmU
> CC(C)CCn1nc(C(=O)OC(C)C(=O)NC(N)=O)c2ccccc2c1=O (configuration not stated)
→ 11.4 | 4.1%
> CC(=O)Nc1ccc(S(=O)(=O)NC(C(=O)O)C(C)O)cc1 (configuration not stated)
→ 2.3 | -0.8%
> CC1CCN(C2(O)C(=O)Nc3ccc([N+](=O)[O-])cc32)CC1 (configuration not stated)
→ -6.8 | 1.6%
> CN1CC(=O)N(CC(=O)Nc2ccc(N(C)C)cc2)c2ccccc2C1=O
→ 11.3 | 0.3%
> CC(C)C(=O)OC1CCS(=O)(=O)c2sccc21 (configuration not stated)
→ x | -2.4%
> CC(=O)NC(=S)Nc1ccc(NC(=O)COc2ccc(Cl)cc2)cc1
→ x | 5.6%
> Cc1cc(C)n(CCN(C)C(=O)CCc2nnc(-c3ccc4c(c3)OCO4)o2)n1
→ x | 5.5%
> O=C(CCCNC(=O)/C(=C\c1ccc(F)cc1)NC(=O)c1ccccc1)OCc1ccccc1
→ x | -1.1%
> O=c1cc(CN2CCN(c3ccccc3F)CC2)c2cc(O)c(-c3ccccc3)cc2o1
→ x | 3.2%
> CCc1ccc(C(=O)NC(C(=O)NCC2CCCO2)C(C)C)cc1 (configuration not stated)
→ -5.3 | -2.8%
> CC(/C=N/NC(=O)c1cc(C(C)C)[nH]n1)=C\c1ccccc1
→ -5.3 | -2.9%
> COc1cnc(-c2ccccn2)nc1Sc1ccc(Cl)cc1
→ -2.3 | -1.5%
> Cc1cc(C)nc(/N=C(/NC(=O)c2ccccc2)Nc2ccccc2)n1
→ 1.8 | 0.5%
> COc1ccc(/C(N)=N/OC(=O)c2ccc(C)c([N+](=O)[O-])c2)cc1
→ x | -0.5%
> Cc1cc(=O)oc2cc(OCC(=O)OCC(=O)Nc3ccc(C(C)C)cc3)ccc12
→ 5.0 | -3.9%
> O=C(c1cc2ccc([N+](=O)[O-])cc2oc1=O)N1CCOCC1
→ x | 6.7%
> O=C(CN1C(=O)c2ccccc2C1=O)N1CCN=C1c1ccccc1
→ 6.4 | 1.1%
> CCS(=O)(=O)NCCc1csc(-c2cccnc2)n1
→ -9.2 | -1.5%
> CCOC(=O)CSc1nc2ccccc2c(=O)n1CC1CCCO1 (configuration not stated)
→ x | -1.9%
> Cc1ccc(-c2cc(C(=O)N/N=C/c3c[nH]c4ccccc34)n[nH]2)o1
→ 4.2 | -0.9%
> CC(C)CN1C(=O)NC(NC(=O)c2cccnc2)(C(F)(F)F)C1=O (configuration not stated)
→ 14.3 | 0.0%
> O=C1Nc2ccccc2N(O)N1c1ccc(S(=O)(=O)N2CCOCC2)cc1
→ -8.9 | 1.6%
> c1ccc2oc(-c3ccc(Nc4nc(N5CCCC5)nc(N5CCOCC5)n4)cc3)nc2c1
→ -3.2 | -1.4%
> O=C(NNC(=O)c1cc(-c2cccnc2)nc2ccccc12)Nc1ccc(Cl)cc1
→ 8.8 | 0.5%
> CCN(CC)S(=O)(=O)c1ccc(F)cc1
→ -2.2 | -0.6%
> CSc1ccccc1C(=O)Nc1nc2ccccc2[nH]1
→ 6.5 | 3.3%
> CC(Oc1ccc(Cl)cc1)c1ccnn1S(=O)(=O)c1ccccc1 (configuration not stated)
→ 14.9 | 2.4%
> CCC(C)[C@H](NC(=O)NCCC1=CCCCC1)C(=O)OC (some centres not stated)
→ -6.2 | -2.1%
> COC(=O)CNC(=O)C12CC3CC(C1)CC(c1ccc(C)cc1)(C3)C2
→ 2.2 | 1.2%
> CNC(=O)c1sc(-c2ccccc2)nc1C
→ -4.9 | -2.8%

Fetched one by one from above:
The line under a structure holds: Mtb RmlCD inh | M. tuberculosis GlmU
> CCN(CC)c1ccc(/C=C/C(=O)c2ccc(Br)cc2)cc1
→ -7.6 | 2.5%
> O=C(CSc1ccc(Br)cc1)NCC1CCCO1 (configuration not stated)
→ 14.1 | -4.4%

Next section:
The line under a structure holds: Mtb RmlCD inh | M. tuberculosis GlmU
> NS(=O)(=O)c1ccc(NC(=O)c2ccc(S(=O)(=O)N3CCOCC3)o2)cc1
→ -6.9 | 2.0%
> c1cn(-c2ccc(-c3ccnc4ncnn34)cc2)cn1
→ 4.5 | 0.5%
> CCC(CC)c1nnc(NC(=O)/C=C/c2ccco2)s1
→ x | 0.5%
> Cc1cc(Cl)c(S(=O)(=O)Nc2ccc3c(c2)OCO3)cc1OCC(=O)NC1CCCCC1
→ -7.6 | -1.5%
> CCOC(=O)c1ccc(CNC(=O)CCC(=O)O)cc1
→ -4.1 | -1.7%
> O=C1CCCC2=C1Sc1ccccc1N2
→ -3.8 | 6.5%
> Cc1ccc2cc(CN(CCN3CCCC3)C(=O)Nc3ccccc3)c(=O)[nH]c2c1C
→ 12.6 | -7.4%
> CC(CNS(=O)(=O)c1ccccc1)Sc1ncccn1 (configuration not stated)
→ x | 1.3%
> Cc1cccc(N2CCN(C(=S)NC3CCCCC3)CC2)c1C
→ -13.2 | 0.5%
> CCOC(=O)N1CCC(Nc2ncnc3c2cnn3-c2ccccc2)CC1
→ x | 0.9%
> CC(C)Sc1nc(SCC(=O)O)c2c3c(sc2n1)COC(C)(C)C3
→ 11.6 | -5.7%
> COC(=O)c1sc(N)c(C(=O)OC)c1COC(=O)CNS(=O)(=O)c1ccc(C)cc1
→ -1.8 | 0.6%
> NC(=O)c1ccsc1NC(=O)c1cccs1
→ x | -1.8%
> CC(C)C(=O)Nc1nnc(Cc2ccccc2)s1
→ 10.8 | 2.3%
> CC(=O)/C(C#N)=C1\NC(=O)C(Cc2ccccc2C)S1 (configuration not stated)
→ 2.6 | -2.8%
> CCOC(=O)C1CCN(CC(=O)c2c(C)[nH]c3cc(C)ccc23)CC1
→ x | -1.8%
> CCOc1ccc(C2NC(=O)c3sc(=S)n(-c4ccccc4)c3N2)cc1 (configuration not stated)
→ 9.7 | 0.0%
> COC(=O)C(CCSC)NC(=O)c1cc2c(n(-c3ccc(C)cc3)c1=O)CCCC2=O (configuration not stated)
→ 12.5 | 1.7%
> CCOc1ccc(NC(=O)c2ccncc2)cc1
→ 12.6 | -1.4%
> COC(=O)CN1C(=O)N/C(=C/c2cc3c(cc2OC)OCO3)C1=O
→ 0.6 | 2.5%

Part of the list above, set out differently:
COC(=O)c1sc(N)c(C(=O)OC)c1COC(=O)CNS(=O)(=O)c1ccc(C)cc1
  Mtb RmlCD inh: -1.8; M. tuberculosis GlmU: 0.6%

NC(=O)c1ccsc1NC(=O)c1cccs1
  Mtb RmlCD inh: x; M. tuberculosis GlmU: -1.8%
